# Screens from PubChem BioAssay.
# GAA850 FXN act = increases GAA850 frataxin promoter reporter activity. HEK293 lucGAA850 FXN promoter luciferase reporter, 24 h; percent of 10 µM SAHA response. AID 540364. activation, % at 6 µM. 360,000 compounds, 0.56% hits;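 active means activation above the average of all compounds screened plus 3 SD, cutoff fixed separately per campaign, cut at about 7.5% in these data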;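 further: 0% = DMSO wells and 100% = 10 µM SAHA wells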
# HGIII-sPLA2 inh = Inhibits HGIII-sPLA2 liposome hydrolysis, primary screen | inhibition, % at 12.2 µM | Q9NZ20 | QFRET BODIPY PC-A2 liposome hydrolysis, fluorescence | 370,000 compounds, 0.56% hits;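 active means inhibition above mean plus 3 SD of compounds lying within the high and low control bounds, cut at about 19% in these data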;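 further: 0% = median of test compound wells and 100% = no enzyme DMSO wells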
# Target sequence (Q9NZ20 whole entry, looked up): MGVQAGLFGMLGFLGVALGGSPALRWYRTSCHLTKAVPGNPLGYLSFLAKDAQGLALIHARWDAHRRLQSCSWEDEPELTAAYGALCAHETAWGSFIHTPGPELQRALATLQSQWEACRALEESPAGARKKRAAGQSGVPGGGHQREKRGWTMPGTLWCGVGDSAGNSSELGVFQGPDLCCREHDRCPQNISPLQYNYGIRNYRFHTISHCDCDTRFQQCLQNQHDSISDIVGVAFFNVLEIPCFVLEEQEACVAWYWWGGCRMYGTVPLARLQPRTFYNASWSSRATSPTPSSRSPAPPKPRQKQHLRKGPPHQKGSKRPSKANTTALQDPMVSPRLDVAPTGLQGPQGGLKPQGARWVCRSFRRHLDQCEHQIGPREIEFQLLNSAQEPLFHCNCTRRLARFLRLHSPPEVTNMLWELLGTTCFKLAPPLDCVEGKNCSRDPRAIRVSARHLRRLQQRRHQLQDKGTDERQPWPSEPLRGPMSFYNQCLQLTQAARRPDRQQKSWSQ
# hgDAF12 agonist = activates the H. glycines DAF-12 receptor ligand-binding domain. HEK293 GAL4-hgDAF12 UAS-luciferase reporter, agonist luminescence; normalized to butyrate control. activation, % at 6.8 µM. 370,000 compounds, 1.8% hits. AID 687014;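 active means activation above a cutoff set at the mean of all screened compounds plus 3 SD, cut at about 10% in these data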;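 further: 0% = DMSO wells and 100% = sodium butyrate wells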
# GC-A act = GC-A (human) enzyme activation; HEK293 GC-A cells, cGMP TR-FRET, EC30 ANP; 0% at EC30 ANP, 100% saturating ANP; activation, % at 10 µM; 370,000 compounds, 0.14% hits; in the data active means activation above about 40%
# SMARCA2 act = activators of SMARCA2 function; MG213 cells, MMTV-luciferase reporter, dexamethasone, overnight; activation, % at 9.1 µM; 370,000 compounds, 1% hits; AID 652017; in the data active means activation above about 7.8%;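 further: 0% = vehicle wells and 100% = reference activator wells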
# KLK7 zymogen act = activators of human kallikrein-7 zymogen. purified proKLK7, EDANS-DABCYL substrate fluorescence; 100% is mature enzyme control, 0% vehicle. 370,000 compounds, 0.9% hits. P49862. activation, % at 7 µM;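 active means activation above the mean of all tested compounds plus 3 SD, computed per campaign excluding outliers beyond control limits, cut at about 13% in these data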
# Target sequence (P49862 whole entry, looked up): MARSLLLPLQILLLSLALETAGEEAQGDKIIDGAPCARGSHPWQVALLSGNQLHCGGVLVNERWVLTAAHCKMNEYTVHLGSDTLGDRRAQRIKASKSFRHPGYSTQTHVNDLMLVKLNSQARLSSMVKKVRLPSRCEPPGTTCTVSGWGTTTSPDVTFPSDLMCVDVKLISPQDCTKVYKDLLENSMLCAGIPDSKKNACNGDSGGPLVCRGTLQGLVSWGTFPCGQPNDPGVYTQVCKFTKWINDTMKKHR
# GC-B act = GC-B (human) receptor activation; P20594; HEK293-GC-B cells, CNP EC30, cGMP TR-FRET; 0% at EC30 CNP, 100% saturating CNP; activation, % at 10 µM; 370,000 compounds, 0.11% hits; AID 1920062;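 active means activation at 10 µM reaching about 35% in either raw or pattern-adjusted values, limit read from the data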
# ssDAF-12 act = S. stercoralis DAF-12 activation, primary screen. activation, % at 6.8 µM. AID 652126. 370,000 compounds, 1% hits. HEK293 ssDAF-12/GRIP1 lit1-tk-luc reporter, luminescence; % of 3 µM dafachronic acid response;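 active means activation above the mean over all tested compounds plus 3 SD, cut at about 0.9% in these data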;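 further: 0% = DMSO-only wells and 100% = 3 µM delta7-dafachronic acid wells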
# hcDAF-12 act = activators of H. contortus DAF-12 nuclear receptor; 370,000 compounds, 1.4% hits; HEK293 hcDAF-12 lit1-tk-luc reporter, luminescence; 0% DMSO, 100% Δ7-dafachronic acid; activation, % at 6.8 µM;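 active means activation above the mean of all tested compounds plus 3 SD, cut at about 5.5% in these data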;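 further: 100% = response to 3 µM Δ7-dafachronic acid high control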
# DAX1 inh-1 = inhibitors of human orphan nuclear receptor DAX1 (NR0B1). P51843. HEK293 Gal4-DAX1 luciferase reporter, luminescence. inhibition, % at 6.75 µM. 340,000 compounds, 0.99% hits. AID 504766;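 active means inhibition above the mean over all tested compounds plus 3 SD, cut at about 4.2% in these data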;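 further: 0% = DAX1-transfected cells with DMSO and 100% = empty-vector control cells with DMSO; inhibition shows as a rise in luminescence from relieved DAX1 repression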
# DAX1 inh-2 = blocks DAX1 repression of SF-1 activated StAR promoter | HEK293T StAR-luciferase reporter, SF-1/DAX-1 repression relief | inhibition, % at 6.8 µM | 370,000 compounds, 1.1% hits | AID 652010;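 active means inhibition above the mean over all tested compounds plus 3 SD, cut at about 3.6% in these data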;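 further: 0% = DAX-1 cells with DMSO and 100% = cells lacking DAX-1 with DMSO; higher inhibition means more luminescence from relief of DAX-1 repression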
# Starred values were filed as active, the others as inactive; . = no result given; & = joins results of further samples.
SMILES,GAA850 FXN act,HGIII-sPLA2 inh,hgDAF12 agonist,GC-A act,SMARCA2 act,KLK7 zymogen act,GC-B act,ssDAF-12 act,hcDAF-12 act,DAX1 inh-1,DAX1 inh-2
CN(CC(=O)Nc1ccc(F)cc1)C(=O)c1cccc(NS(=O)(=O)c2ccccc2)c1,1.1,-2,-2.7,-5,-4,0.7,1,-1.0,-0.9,-0.1,-2.3
O=C(CSc1nnc(-c2ccccn2)n1Cc1ccco1)Nc1ccc2c(c1)OCO2,-2.8,0,-2.8,-5,2,0.3,-3,-1.2,-0.6,-1.4,-0.6
CCCCN(c1ccccc1)S(=O)(=O)N(C)C,-1.6,6,9.9,-3,2,-0.4,2,0.1,1.3,.,1.8
CCc1ccccc1NC(=O)CCS(=O)(=O)c1ccc(OC)cc1,0.1,0,3.2,-1,-2,0.1,6,-0.7,-2.4,-0.6,-0.3
CC(C)(CNC(=O)c1cc2c(s1)CCCC2)N1CCOCC1,1.4,3,-0.6,1,-1,0.0,3,-0.9,0.6,-0.9,0.2
Cc1ccccc1CN1CCNC(=O)C1CC(=O)N(C)CCC1CCOCC1 (configuration not stated),2.9,3,-1.2,1,3,0.9,0,-1.0,1.8,0.6,-1.7
CNC(=O)/C=C1\NC(C)(C)Cc2ccccc21,0.0,4,0.5,-26,1,-0.5,-17,-0.3,-1.9,1.8,0.3
O=C(O)c1cccc(NS(=O)(=O)c2ccc(S(=O)(=O)N3CCOCC3)cc2)c1,2.6,6,-0.7,2,-1,-0.5,0,-1.3,-0.3,1.8,0.1
O=C(NNC(=O)c1nn(-c2ccc(F)cc2)ccc1=O)c1ccc(Cl)cc1,-1.1,-3,-0.1,-4,-2,0.5,-8,-1.0,-1.6,.,-0.1
O=C1CCCC(O)=C1C1C2=C(CCCC2=O)Oc2ccccc21 (configuration not stated),-0.9,0,-2.2,0,2,0.9,4,-1.6,-2.5,0.2,-0.1
CC(C)C(NC(=O)c1c(F)cccc1F)C(=O)NCC(c1ccccc1)N(C)C (configuration not stated),2.2,2,-3.8,2,-4,-0.3,-1,0.4,0.4,0.1,0.4
Cc1ccc2c(CC(=O)Nc3ccc(F)c(S(=O)(=O)N4CCOCC4)c3)coc2c1,1.5,-33,3.4,0,-1,0.1,0,-1.2,-1.8,-0.3,-0.7

# Reprinted at random: 5 records from the list
SMILES,GAA850 FXN act,HGIII-sPLA2 inh,hgDAF12 agonist,GC-A act,SMARCA2 act,KLK7 zymogen act,GC-B act,ssDAF-12 act,hcDAF-12 act,DAX1 inh-1,DAX1 inh-2
Cc1ccccc1CN1CCNC(=O)C1CC(=O)N(C)CCC1CCOCC1 (configuration not stated),2.9,3,-1.2,1,3,0.9,0,-1.0,1.8,0.6,-1.7
CN(CC(=O)Nc1ccc(F)cc1)C(=O)c1cccc(NS(=O)(=O)c2ccccc2)c1,1.1,-2,-2.7,-5,-4,0.7,1,-1.0,-0.9,-0.1,-2.3
CCCCN(c1ccccc1)S(=O)(=O)N(C)C,-1.6,6,9.9,-3,2,-0.4,2,0.1,1.3,.,1.8
O=C1CCCC(O)=C1C1C2=C(CCCC2=O)Oc2ccccc21 (configuration not stated),-0.9,0,-2.2,0,2,0.9,4,-1.6,-2.5,0.2,-0.1
O=C(NNC(=O)c1nn(-c2ccc(F)cc2)ccc1=O)c1ccc(Cl)cc1,-1.1,-3,-0.1,-4,-2,0.5,-8,-1.0,-1.6,.,-0.1

# The main list resumes; the 2 compounds before the break are reprinted first.
SMILES,GAA850 FXN act,HGIII-sPLA2 inh,hgDAF12 agonist,GC-A act,SMARCA2 act,KLK7 zymogen act,GC-B act,ssDAF-12 act,hcDAF-12 act,DAX1 inh-1,DAX1 inh-2
CC(C)C(NC(=O)c1c(F)cccc1F)C(=O)NCC(c1ccccc1)N(C)C (configuration not stated),2.2,2,-3.8,2,-4,-0.3,-1,0.4,0.4,0.1,0.4
Cc1ccc2c(CC(=O)Nc3ccc(F)c(S(=O)(=O)N4CCOCC4)c3)coc2c1,1.5,-33,3.4,0,-1,0.1,0,-1.2,-1.8,-0.3,-0.7
Cc1onc(-c2c(Cl)cccc2Cl)c1C(=O)Nc1ccc2c(c1)OCO2,-1.3,-4,-1.9,-4,-1,0.1,-4,-1.9,-1.8,-1.1,-1.6
O=C(Nc1nnc(-c2ccc3c(c2)OCCO3)o1)c1ccc(Cc2ccccc2)cc1,1.3,-3,3.0,1,-1,-0.1,11,-1.0,5.3,1.7,0.5
O=C(C1CCN(S(=O)(=O)c2cccc3nsnc23)CC1)N1CCN(c2ccccc2F)CC1,0.4,-8,-3.0,-4,2,-0.3,2,-1.2,-0.7,-1.1,-0.5
c1ccc(NCc2nnc3n2CCCCC3)cc1,5.3,6,-1.2,0,-1,0.3,2,-0.7,-1.4,1.5,0.6
CCOC(=O)[C@H](CCc1ccccc1)N[C@@H](C)C(=O)N1CCC[C@H]1C(=O)O,2.0&1.2,0,0.6,-1,-2,-0.5,3,-1.6,-2.3,-0.5&0.5,-1.2
CC1(C(=O)Oc2ccccc2)Cc2ccccc2C(=O)O1 (configuration not stated),-2.7,-8,2.7,-1,0,0.8,-1,0.6,-0.6,1.7,-0.4
Cc1ccc(S(=O)(=O)NC(C)C(c2cccs2)N2CCN(C)CC2)cc1 (configuration not stated),-0.4,-6,1.4,-4,-1,-0.2,0,-1.8,-1.0,0.3,0.5
COc1ccc(C(=O)Nc2ccccc2-c2ccccc2)cc1Cl,0.2,0,-1.4,-7,-3,0.3,-9,-1.6,-2.1,-0.5,-0.8
C=CCNC(=S)NN(c1ccccc1)c1ccccc1,1.5,11,-1.5,0,-1,0.0,-6,-1.8,-1.1,1.8,0.1
Cc1cccnc1Nc1nc(-c2ccc(F)cc2)cs1,6.4,2,18*,-4,6,0.3,-3,1.9*,10*,6.2*,2.8
Cc1nc(C(F)(F)F)ccc1C(=O)N1CCC1(C)C(=O)NCc1cccs1 (configuration not stated),-0.1,8,0.7,4,0,-0.3,12,-0.8,-0.7,.,0.1
CC(=O)c1c(-c2ccc(Cl)cc2Cl)noc1C,0.6,0,-2.2,3,-3,-0.6,-1,-1.8,-1.5,-1.3,-0.4
O=C(Nc1cccc(Oc2ccc3c(c2)C(=O)NC3=O)c1)c1ccco1,-2.8,-6,-1.5,-4,-2,0.4,-2,-1.0,-0.2,-0.2,1.1
Cc1nc(SCC(=O)Nc2cccc(S(=O)(=O)N3CCOCC3)c2)nc(C)c1C,2.0,1,0.7,-2,-5,-0.4,-3,-1.1,-2.5,-0.8,-1.8
Cc1nc(C)c(-c2ccnc(/N=C/NO)n2)s1,2.0,2,-1.8,2,-2,0.2,2,-0.6,-1.1,0.7,-0.2
O=C(CSc1nnc2ccccn12)c1ccc(Cl)cc1,2.1,-26,6.2,-1,7,0.1,0,-0.9,0.5,-0.1,0.6
COCc1c(C(=O)OC)nnn1-c1ccc(C(F)(F)F)cc1[N+](=O)[O-],-0.1,1,-0.2,-4,1,0.5,3,-1.4,-0.5,-1.6,-0.1
COc1ccccc1CNc1nc(Nc2cccc(-c3cnco3)c2)c2sccc2n1,-3.8,-35,-8.7,1,-7,-0.5,4,-2.6,-5.0,.,-5.1
Cc1ccc(S(=O)(=O)N2CCN(Cc3cccc(C)c3O)CC2)cc1,-0.4,1,-0.4,8,1,0.6,-9,-1.2,-0.9,2.2,0.1
CCCCN1CC[C@@H]2C=CC[C@H](C(=O)OC)[C@@H]2C1=O,-0.9,-2,0.3,-1,4,0.5,0,-1.4,0.6,-0.2,2.9
CC(C)OC(=O)NC(c1ccccc1)C(Cl)(Cl)Cl (configuration not stated),2.4,5,-2.0,-4,-2,-0.5,-4,-0.5,-1.7,-1.7,1.1
CCc1ccccc1NC(=S)NC1CC2CCCC(C1)N2Cc1cccs1 (configuration not stated),-5.1,11,-0.5,-2,4,-0.4,3,-1.4,-0.9,-1.2,-0.3
Cc1cc(=O)[nH]c(SCC(=O)N2CCCC2)n1,0.8,20*,-1.1,0,-1,0.5,2,-1.1,-1.3,0.7,-0.3
NC(c1csc(Nc2cc(NCCCO)ncn2)n1)c1ccccc1Cl (configuration not stated),1.3,0,-0.1,-12,1,0.6,-10,-1.5,-3.4,.,-1.8
Cc1cc(C2=NNC(=NCc3ccccc3)SC2)c(C)n1-c1c(C)n(C)n(-c2ccccc2)c1=O,-0.6,2,-1.4,9,-4,-0.7,-1,-1.0,-1.3,0.8,-1.3
COC(=O)c1sccc1-c1ccc(C(=O)Nc2ccccc2)o1,3.4,-13,13*,16,5,1.0,15,-0.4,5.5,2.5,2.3
CCCCN1Cc2c(nc3cc(-c4ccco4)[nH]n3c2=O)C1=O,-0.5,10,-1.4,-9,-2,-3.2,2,-1.0,2.1,2.4,0.4
Cc1c(NC(=O)c2cc(-n3cnnc3)ccc2Cl)cccc1-c1nc2ccccc2s1,0.3,0,8.0,-1,1,0.2,0,-0.6,1.6,0.7,2.4
CN(Cc1ccco1)S(=O)(=O)c1nnc(NC(=O)c2ccccc2Cl)s1,1.7,-8,3.3,1,-1,-0.3,4,-0.8,0.9,-0.5,0.3
COc1cccc(NC(=O)N(C)C[C@H]2OCc3ccccc3-c3c(n(C)c4ccccc34)C(=O)N([C@H](C)CO)C[C@H]2C)c1,.,-22,-3.6,3,-4,0.9,0,-0.8,-2.4,.,-1.2
COc1ccc(CN2C(=O)NC3(CCOc4ccccc43)C2=O)cc1F (configuration not stated),1.4,-2,0.7,6,-4,-1.1,-2,-1.5,-3.1,-0.3,-1.5
O=C(COc1cc(O)c2c(=O)cc(-c3ccccc3)oc2c1)c1ccccc1,-0.1,2,3.0,-3,2,-1.1,0,-0.7,-1.3,0.4,0.1
